High-throughput results (PubChem BioAssay)
Rin1 Abl inh – human Rin1-Abl interaction inhibition; TR-FRET Rin1/Abl binding, biochemical; actives 0.4% (n = 360,000); inhibition, % at 7.35 µM; AID 588664; in the data active = inhibition above about 5%, passing the limit was not always enough
Rpn11 block – inhibitors of human proteasome Rpn11. O00487. human 26S proteasome, Ub4-pepOG fluorescence polarization; 20S core pre-blocked with epoxomicin. calls only at 20 µM. actives 0.59% (n = 360,000);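 active = inhibition at 20 µM, scaled to each plate's controls, above about 33%, limit read from the data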
Target sequence (O00487 whole entry, looked up): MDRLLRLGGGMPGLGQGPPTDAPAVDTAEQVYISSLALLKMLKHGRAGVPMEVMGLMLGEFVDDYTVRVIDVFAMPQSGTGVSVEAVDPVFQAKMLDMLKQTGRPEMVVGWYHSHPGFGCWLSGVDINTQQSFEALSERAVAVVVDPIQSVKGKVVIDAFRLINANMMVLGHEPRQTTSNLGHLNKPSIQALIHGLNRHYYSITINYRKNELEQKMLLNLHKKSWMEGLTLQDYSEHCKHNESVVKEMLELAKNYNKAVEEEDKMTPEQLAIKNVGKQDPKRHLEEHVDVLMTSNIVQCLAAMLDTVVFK
CSN inh – CSN deneddylation inhibition. AID 651999. inhibition, % at 12.5 µM. actives 0.38% (n = 360,000). Purified CSN, SCF-Nedd8-OG deneddylation, fluorescence polarization. Q92905;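 active = pattern-corrected inhibition above about 35%, with an unprinted fluorescence ratio check between 0.5 and 1.5, limit read from the data, passing the limit was not always enough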;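 note: 0% = enzyme with substrate and 100% = substrate without enzyme; some results filed as inactive read as strong as hits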
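Assay system: HEK293T-derived human Csn5 enzyme; quantity: 0.24 nM enzyme; medium: Tris/NaCl/DTT buffer, pH 7.5; also added: substrate SCFSkp2-Nedd8OG, 10 nM; doses: 12.5 µM compound; schedule: 90 min reaction at room temperature; signal: FP; read-out: % inhibition of substrate cleavage by Csn5; benchmarks: substrate-only high control, full reaction low control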
STEP inh – blocks human striatal-enriched tyrosine phosphatase. P54829. recombinant STEP, OMFP fluorogenic substrate, fluorescence. inhibition, % at 20 µM. actives 0.25% (n = 360,000);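 active = inhibition at 20 µM, scaled per plate between control wells, above about 37%, limit read from the data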;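 note: 0% = DMSO with enzyme and substrate and 100% = substrate only without enzyme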
Target sequence (P54829 whole entry, looked up): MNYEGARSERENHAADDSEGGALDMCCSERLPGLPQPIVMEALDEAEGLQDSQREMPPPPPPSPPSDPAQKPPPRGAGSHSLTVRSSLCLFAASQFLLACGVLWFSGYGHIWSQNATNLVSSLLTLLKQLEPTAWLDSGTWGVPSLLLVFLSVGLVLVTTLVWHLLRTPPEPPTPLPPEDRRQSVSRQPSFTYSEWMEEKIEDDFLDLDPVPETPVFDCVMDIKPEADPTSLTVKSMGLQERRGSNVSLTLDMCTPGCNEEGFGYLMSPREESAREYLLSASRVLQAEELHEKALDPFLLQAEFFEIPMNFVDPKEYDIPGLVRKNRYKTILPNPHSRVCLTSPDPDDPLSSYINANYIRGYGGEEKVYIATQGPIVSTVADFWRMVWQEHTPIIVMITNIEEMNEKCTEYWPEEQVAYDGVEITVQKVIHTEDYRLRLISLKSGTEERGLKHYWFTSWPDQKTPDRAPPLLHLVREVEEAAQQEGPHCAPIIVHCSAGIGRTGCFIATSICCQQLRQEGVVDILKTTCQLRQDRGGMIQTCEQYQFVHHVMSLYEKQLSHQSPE
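Material: STEP (striatal-enriched tyrosine phosphatase) enzyme, cell-free | Medium: 50 mM Bis-Tris pH 6.0 with 2.5 mM DTT and 0.005% Tween 20 | Read-out: Percent inhibition scaled to no-enzyme and uninhibited-enzyme controls, plate-pattern corrected | Signal: Fluorescence read at 480 nm ex / 540 nm em | Times: 20 min reaction, room temperature, in the dark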
Neddyl block – cullin neddylation inhibition; AID 651699; calls only at 25 µM; actives 0.58% (n = 360,000); TR-FRET cullin neddylation, biochemical; in the data active = inhibition above about 36%
SUMO1-SIM PPI – modulators of human SUMO1-mediated protein-protein interactions; P63165; SUMO1 binding to a labelled peptide, TR-FRET, 1 h; inhibition, % at 20 µM; actives 0.33% (n = 360,000); in the data active = inhibition above about 37%
LMPTP inh – LMPTP (human) inhibition; P24666; recombinant LMPTP-A, OMFP fluorogenic substrate, fluorescence intensity; inhibition, % at 20 µM; actives 0.22% (n = 360,000); AID 651560;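 active = compounds that cut the enzyme signal by at least half of the control window in the single-dose screen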;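 note: plate controls were DMSO wells with enzyme plus substrate for no effect and substrate without enzyme for full effect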
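Test system: LMPTP-A, protein tyrosine phosphatase of low molecular weight; Input: 0.625 nM enzyme; Incubation: 50 min dark incubation at room temperature; Signal: endpoint fluorescence intensity from OMFP dephosphorylation; Read-out basis: % inhibition versus control wells.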
NadD block – inhibitors of Staphylococcus aureus NadD | purified NadD enzyme, colorimetric absorbance read-out | inhibition, % at 20 µM | actives 0.78% (n = 360,000) | AID 602399; in the data active = inhibition above about 26%; note: some compounds past the cut are filed as inactive
DNMT1 block – blocks human DNA methyltransferase DNMT1; P26358; DNMT1 molecular beacon, Hinp1I cleavage, fluorescence; inhibition (reported as % activation of signal), % at 10 µM; actives 0.83% (n = 360,000); in the data active = inhibition above about 50%
Scp1 inh – blocks human Scp-1 phosphatase activity. Recombinant Scp1, phosphopeptide, malachite green phosphate absorbance. Q9GZU7. actives 0.88% (n = 340,000). inhibition, % at 20 µM;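 active = inhibition above about 50% at 20 µM, limit read from the data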;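 note: plate controls were DMSO wells with enzyme for no effect and wells lacking enzyme for full effect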
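System: truncated SCP-1 phosphatase (76-261aa); medium: Tris acetate buffer pH 5.5 with MgCl2 and Tween-20; incubation: 45 min room-temperature reaction, 5 min colour, 30 min stabiliser; compound: single 20 µM dose, 1% DMSO; reagent: Phosphorylated 17-residue peptide substrate; read-out: % inhibition at 20 µM; technique: colorimetric free-phosphate detection, absorbance 630 nm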
* hit, by the source's call; i = inactive; / = no result given; + = active, no number.

cpd	SMILES	STEP inh	Rpn11 block	Scp1 inh	LMPTP inh	NadD block	DNMT1 block	Neddyl block	Rin1 Abl inh	CSN inh	SUMO1-SIM PPI
1	CSC(=S)N/N=C/c1c[nH]c2ccccc12	-4	i	-9	1.4	-3	-11	i	0	4	-5
2	N#Cc1ccccc1CSc1ccc(-c2nc3ccccc3[nH]2)cn1	0	i	13	0.5	-3	-8	i	-4	-2	-1
3	CN1CCN(C(=O)c2ccc(-c3nn(C)c(=O)c4ccccc34)cc2)CC1	14	i	2	-0.7	-1	5	i	-5	4	-4
4	O=C(c1ccco1)N1CCN(c2cc(=O)n(C3CCCCC3)c(=O)[nH]2)CC1	-22	i	-3	0.2	1	0	i	2	-1	-2
5	CC(C)(C)OC(=O)C[C@H]1C/C=C\C[C@H](CC(=O)N[C@H](CO)Cc2ccccc2)C(=O)N2CCC[C@H]2COC1=O	2	i	7	0.0	0	7	i	2	-1	2
6	CCN(c1ccccc1)S(=O)(=O)c1ccc(C(=O)NCC(c2ccccc2OC)N2CCCC2)cc1 (stereo not given)	-3	i	-5	-0.2	-9	1	i	3	1	-6
7	CSc1ccc(CN2CCC(C)(Oc3ccc(C(C)=O)cc3)C2)cc1 (stereo not given)	3	i	/	2.7	1	-1	i	0	1	-3
8	O=C1c2ccccc2C(=O)N1n1c(=O)[nH]c2ccccc2c1=O	-1	i	-7	0.5	-3	-2	i	-5	-5	-2
9	O=C(CN1CCN(S(=O)(=O)c2ccc(Cl)cc2)CC1)Nc1ccc(F)cc1F	-1	i	-2	-1.4	-8	1	i	1	-1	-1
10	COc1ccc(N(C(=O)Cc2cccs2)C(C(=O)NC2CCCCC2)c2cccn2C)cc1 (stereo not given)	1	i	-8	2.0	-8	4	i	1	3	-2
11	CCOC(=O)C1CCN(C(=O)COc2ccc(N(C)S(=O)(=O)c3ccc(C)cc3)cc2)CC1	-2	i	1	-0.5	-3	-2	i	6	-3	-5
12	Cc1cccc(-c2ocnc2C(=O)Nc2ccccc2NC(=O)c2ccccn2)c1	-2	i	-3	1.4	-6	-1	i	4	1	-3
13	CCCCN1CC(COc2ccccc2)Oc2cccc(F)c2S1(=O)=O (stereo not given)	1	i	-20	4.1	-3	5	i	-2	1	3
14	Nc1cc(=O)[nH]c(=S)n1-c1cccc(C(F)(F)F)c1	8	i	3	-2.0	-2	0	i	2	-4	-4
15	O=c1oc(C2(O)CCCCC2)cc2ccc(-c3ccc4[nH]ccc4c3)cc12	-2	i	4	-1.6	9	11	i	5	0	-12
16	O=C(CSc1nnc(NC(=O)c2ccccc2[N+](=O)[O-])s1)NC1CCCC1	0	i	-4	-1.6	-1	1	i	2	5	-4
17	O=C(O)c1cccc2c1C(=O)c1ccc(-c3ccc(F)cc3OCc3ccccc3)cc1S2(=O)=O	2	i	7	-0.2	14	1	i	-2	-2	-2
18	Cc1ccc(CNC(=O)C2CCCN2C(=O)Nc2ccccc2)cc1 (stereo not given)	-1	i	6	-0.8	-2	-1	i	2	2	-2
19	CC1O[C@@H](OC2C(COC3OC(CO)C(O)[C@H](O)C3O)OC(OC3CC[C@]4(C)C(CC[C@@]5(C)[C@@H]4CC=C4[C@@H]6CC(C)(C)CC[C@]6(CO)C(O)C[C@]45C)C3(C)C)C(O)C2O)C(O)C(O)C1O (stereo not given in full)	3	i	55*	8.1	-13	-1	i	1	2	10
20	CC(=O)c1cc2c(cc1NC(=O)Cc1c(C)noc1C)OCO2	-1	i	0	0.1	4	-3	i	-1	0	-11
21	C=CCn1c(C)cc(C(=O)COc2ccc(S(=O)(=O)N3CCCC3)cc2[N+](=O)[O-])c1C	0	i	-10	1.3	-5	-2	i	-2	-5	-14
22	COc1cc(/C=N/Nc2ccc([N+](=O)[O-])cc2S(=O)(=O)N2CCOCC2)cc(OC)c1OC	0	+	-4	0.8	-5	0	i	0	4	-6
23	Cc1ccc(NS(=O)(=O)c2ccc3[nH]c(=O)c(=O)[nH]c3c2)cc1Cl	1	i	-4	0.9	10	-1	i	-1	-1	5
24	Cn1c(SCc2ccccc2F)nc2cccnc21	-4	i	-3	-1.1	1	0	i	3	-1	1
25	COCc1[nH]nc2c1C(c1ccnc3ccccc13)C(C#N)=C(N)O2 (stereo not given)	-1	i	10	-0.1	-2	-4	i	3	-2	-6
26	O=C(CSc1nc2ccccc2c(=O)n1-c1ccccc1)Nc1ccc2c(c1)CCC2	3	i	/	3.6	17	-3	i	-10	1	-1
27	Cc1ccc(-c2nnc(CCC(=O)N(C)Cc3nccs3)o2)s1	2	i	-7	0.0	0	-1	i	1	3	2
28	COc1ccccc1NC(=O)c1cc2c(s1)-c1ccccc1S(=O)(=O)C2	10	i	-10	0.2	-6	0	i	-4	1	-7
29	Cc1ccc(NC(=O)CSc2ncn[nH]2)cc1S(=O)(=O)N1CCOCC1	1	i	9	-3.1	-9	-4	i	-1	1	3
30	CCOc1ccc(C2N(c3ccc(F)cc3)C(=O)C3CCCN32)cc1OC (stereo not given)	-2	i	-4	-1.9	-4	0	i	1	3	3
31	O=C(NCCC(F)(F)F)C1Cc2c(-c3ccc(Cl)cc3)ccnc2O1 (stereo not given)	-2	i	/	3.7	1	2	i	-2	1	-2
32	COc1ccc(C(C)(C)C)cc1NC(=O)COC(=O)c1ncc(Cl)c(Cl)c1Cl	-3	i	-5	1.4	-5	5	i	-2	0	2
33	CCC(C)(C)n1nnnc1C(c1ccncc1)N1CCN(c2cccc(OC)c2)CC1 (stereo not given)	-1	i	-1	0.8	4	-2	i	2	1	-8
34	COc1ccccc1N(CC(=O)NCC1CCCO1)C(=O)CNS(=O)(=O)c1ccc(C)cc1 (stereo not given)	13	i	-10	-1.2	-5	-1	i	0	1	-2
35	COc1ccc(NC(=O)CNC(=O)c2ccco2)cc1S(=O)(=O)Nc1cc(C)ccc1Br	0	i	-8	3.1	11	-10	i	1	6	1
36	Cc1c(C(=O)NC2CCCCC2)oc2ccc(F)cc12	-1	i	-4	2.9	-14	-1	i	1	0	2
37	Cc1ccc2nc(SCC(=O)NCc3cccs3)c(C#N)cc2c1	-2	i	-6	-1.9	-3	37	i	1	-1	-19
38	Cc1ccc(C(=O)N2N=C(c3cccc(NS(C)(=O)=O)c3)CC2c2cccs2)cc1 (stereo not given)	-3	i	-10	3.5	-2	-1	i	1	3	-8
39	CCCCCCC(=O)NN1CCN(C)CC1	-2	i	-7	-1.7	-3	1	i	0	0	1
40	COc1ccc(C(=O)Nc2n[nH]c(-c3ccncc3)n2)cc1	1	i	12	0.1	-6	3	i	1	0	18
41	CCOC(=O)c1cc(C#N)c(N2CCN(c3ccccn3)CC2)nc1-c1ccccc1	2	i	5	7.9	2	10	i	-9	-15	-6
42	O=C(c1ccccc1)N(Cc1ccc2c(c1)OCO2)Cc1nc2ccccc2c(=O)[nH]1	1	i	-4	-0.4	-5	4	i	-1	2	5
43	CCN1C(=O)[C@H]2[C@@H](c3ccc(-c4cccc(Cl)c4)cc3)N3CCCC[C@@]3(C(=O)OC)[C@H]2C1=O	2	i	-8	2.2	2	-15	i	0	4	4
44	COc1cccc(/C(C)=N/NC(=O)c2ccc(N(C)C)cc2)c1	1	i	3	1.4	-5	0	i	2	-1	-4

Among those listed so far, these have two or more sulfur atoms:
cpd	SMILES	STEP inh	Rpn11 block	Scp1 inh	LMPTP inh	NadD block	DNMT1 block	Neddyl block	Rin1 Abl inh	CSN inh	SUMO1-SIM PPI
1	CSC(=S)N/N=C/c1c[nH]c2ccccc12	-4	i	-9	1.4	-3	-11	i	0	4	-5
16	O=C(CSc1nnc(NC(=O)c2ccccc2[N+](=O)[O-])s1)NC1CCCC1	0	i	-4	-1.6	-1	1	i	2	5	-4
27	Cc1ccc(-c2nnc(CCC(=O)N(C)Cc3nccs3)o2)s1	2	i	-7	0.0	0	-1	i	1	3	2
28	COc1ccccc1NC(=O)c1cc2c(s1)-c1ccccc1S(=O)(=O)C2	10	i	-10	0.2	-6	0	i	-4	1	-7
29	Cc1ccc(NC(=O)CSc2ncn[nH]2)cc1S(=O)(=O)N1CCOCC1	1	i	9	-3.1	-9	-4	i	-1	1	3
37	Cc1ccc2nc(SCC(=O)NCc3cccs3)c(C#N)cc2c1	-2	i	-6	-1.9	-3	37	i	1	-1	-19
38	Cc1ccc(C(=O)N2N=C(c3cccc(NS(C)(=O)=O)c3)CC2c2cccs2)cc1 (stereo not given)	-3	i	-10	3.5	-2	-1	i	1	3	-8

Exported field by field: entries from further up.
43) CCN1C(=O)[C@H]2[C@@H](c3ccc(-c4cccc(Cl)c4)cc3)N3CCCC[C@@]3(C(=O)OC)[C@H]2C1=O
  STEP inh: 2
  Rpn11 block: i
  Scp1 inh: -8
  LMPTP inh: 2.2
  NadD block: 2
  DNMT1 block: -15
  Neddyl block: i
  Rin1 Abl inh: 0
  CSN inh: 4
  SUMO1-SIM PPI: 4

44) COc1cccc(/C(C)=N/NC(=O)c2ccc(N(C)C)cc2)c1
  STEP inh: 1
  Rpn11 block: i
  Scp1 inh: 3
  LMPTP inh: 1.4
  NadD block: -5
  DNMT1 block: 0
  Neddyl block: i
  Rin1 Abl inh: 2
  CSN inh: -1
  SUMO1-SIM PPI: -4
